TRPML3 ag – agonists of human TRPML3 channel | activation, % at 3 µM | HEK293 TRPML3-YFP, Fluo-8 calcium fluorescence; 100% = the carbachol control signal | Q8TDD5 | AID 1448 | 220,000 tested, 0.29% active;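 active = activation above its plate's cutoff, the mean activation of the plate's test wells plus 3 SD, cut at about 12% in these data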;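 note: 0% = DMSO only wells and 100% = carbachol wells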
Target sequence (Q8TDD5 whole entry, looked up): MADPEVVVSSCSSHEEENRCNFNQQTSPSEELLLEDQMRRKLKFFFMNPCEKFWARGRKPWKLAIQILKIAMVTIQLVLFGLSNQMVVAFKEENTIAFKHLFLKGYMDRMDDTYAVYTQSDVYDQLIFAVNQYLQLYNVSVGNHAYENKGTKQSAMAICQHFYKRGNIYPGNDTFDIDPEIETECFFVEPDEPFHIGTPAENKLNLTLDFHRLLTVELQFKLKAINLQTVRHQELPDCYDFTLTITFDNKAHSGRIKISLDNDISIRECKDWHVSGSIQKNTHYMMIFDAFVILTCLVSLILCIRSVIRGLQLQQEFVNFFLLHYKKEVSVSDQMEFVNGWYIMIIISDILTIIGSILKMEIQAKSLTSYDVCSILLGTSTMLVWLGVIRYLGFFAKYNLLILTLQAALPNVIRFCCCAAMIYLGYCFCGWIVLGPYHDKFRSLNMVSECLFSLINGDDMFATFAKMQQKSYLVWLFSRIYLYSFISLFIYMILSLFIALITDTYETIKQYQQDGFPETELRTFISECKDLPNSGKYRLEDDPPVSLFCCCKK
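Material: TRPML3-YFP stable HEK293 cells | Dosing: One concentration, 3 µM nominal, 0.3% DMSO | Timing: 125 s total fluorescence read per well | Technique: Fluo-8 calcium dye fluorescence, ex 470-495, em 515-575 nm | Measure: Percent activation from peak-to-basal fluorescence ratio, scaled between DMSO and carbachol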
NPY-Y1 PAM-ag – potentiators or agonists of human neuropeptide Y receptor Y1. 220,000 tested, 0.37% active. P25929. NPY-Y1 expressing cells, potentiator/agonist activation. activation, % at 3.6 µM; in the data active = activation above about 33%, passing the limit was not always enough;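 note: cells stimulated with NPY at EC10 then isoproterenol at EC100; 0% = low agonist plus stimulus and 100% = saturating agonist plus stimulus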
Target sequence (P25929 whole entry, looked up): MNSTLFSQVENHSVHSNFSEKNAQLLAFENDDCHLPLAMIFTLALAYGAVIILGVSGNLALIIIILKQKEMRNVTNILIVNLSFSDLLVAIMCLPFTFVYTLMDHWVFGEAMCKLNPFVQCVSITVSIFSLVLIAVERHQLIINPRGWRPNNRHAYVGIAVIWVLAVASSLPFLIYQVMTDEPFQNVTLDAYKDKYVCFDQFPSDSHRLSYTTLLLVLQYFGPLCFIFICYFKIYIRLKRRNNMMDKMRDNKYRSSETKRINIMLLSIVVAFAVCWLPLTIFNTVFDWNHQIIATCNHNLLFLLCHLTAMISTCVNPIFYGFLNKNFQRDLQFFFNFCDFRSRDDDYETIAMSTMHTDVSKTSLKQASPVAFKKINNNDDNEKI
zfTRPN1 agonist – activates the zebrafish TRPN1 channel | HEK293 zebrafish TRPN1-YFP, Fluo-8 calcium fluorescence; 100% = response to 87 µM carbachol | 220,000 tested, 0.18% active | activation, % at 3 µM;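 active = activation above its plate's cutoff, the mean activation of test wells on that plate plus 3 SD, cut at about 19% in these data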;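 note: 0% = DMSO alone and 100% = 87 µM carbachol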
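Material – zebrafish TRPN1-YFP in HEK293 cells · Doses – 3 µM single point · Schedule – dye 1 h 37 °C plus 30 min RT · Signal – Fluo-8 calcium fluorescence, excitation 470-495 nm, emission 515-575 nm · Read-out – % activation versus carbachol response · Control set – carbachol high, DMSO low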
14-3-3 Bad inh – disrupts binding of bovine 14-3-3 zeta to phospho-Bad peptide; P63103; TR-FRET 14-3-3zeta/Dy647-pBad peptide displacement, 1 h; inhibition, % at 21.7 µM; 220,000 tested, 0.71% active; AID 781;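 active = inhibition above about 70%, limit read from the data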;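 note: 0% = full 14-3-3 plus peptide FRET controls and 100% = background without 14-3-3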
EP2 mod – modulates human prostaglandin E2 receptor EP2 signaling. P43116. EP2-expressing cells, cAMP HTRF FRET, PGE2 co-stimulation. induction, % at 25 µM. 260,000 tested, 0.83% active;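 active = compounds whose cAMP rise, as percent of the full-agonist control response, exceeds 60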;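 note: rat C6 glioma line stably carrying human EP2 under a CMV promoter; the protocol text gives 20 µM as final concentration; 100% = response of wells given 1 µM PGE2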
NPY-Y1 antag – antagonists of human neuropeptide Y receptor Y1. 200,000 tested, 1% active. HEK293-CNG Y1 cells, membrane potential fluorescence; NPY at EC95, then isoproterenol. AID 1040. inhibition, % at 3.6 µM. P25929;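 active = inhibition above the campaign mean inhibition of all tested compounds plus 3 SD, cut at about 20% in these data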;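 note: 0% = DMSO wells given NPY plus isoproterenol and 100% = isoproterenol alone without NPY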
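Material: HEK293 cells co-expressing NPY Y1 receptor and cyclic-nucleotide gated channel. Timing: compound incubation 1 h at room temperature, readout 45 min post-stimulation. Signal: fluorescence, membrane potential probe.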
PPC-1+TRAIL kill – PPC-1 cancer cell killing with TRAIL present; PPC-1 cells + TRAIL, ATPLite viability luminescence; cell killing (% activity), % at 4 µM; 220,000 tested, 0.41% active; AID 1443;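 active = cell killing above 50% in the first pass at 4 µM, then a duplicate retest at 5 µM averaging 50% or more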;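 note: plate controls were cells with TRAIL plus DMSO for no effect and medium-only wells lacking cells for full effect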
CHOP inh – inhibitors of CHOP induction in ER stress response; CHO-K1 CHOP-promoter luciferase, tunicamycin-induced, 15-18 h; 220,000 tested, 3.8% active; inhibition, % at 10 µM;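 active = compounds that reduced the stress-induced luciferase reporter signal by more than about 70% of percent inhibition, limit read from the data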;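 note: 0% = tunicamycin plus vehicle and 100% = wells without tunicamycin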
PGE2 EP2 inh – inhibitors of human EP2 prostaglandin E2 receptor | P43116 | C6 glioma cells expressing human EP2, cAMP TR-FRET; cells stimulated with saturating PGE2 | inhibition, % at 25 µM | 260,000 tested, 0.52% active | AID 1422;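 active = percent inhibition above 40 after rounding to a whole number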;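 note: rat C6 glioma host cells with rolipram phosphodiesterase inhibitor present; the protocol text gives 20 µM as final concentration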
* hit, by the source's call; / = no result given; & = joins results of further samples; [ ] = dose if it differs, or a comment.

smiles | TRPML3 ag | NPY-Y1 PAM-ag | zfTRPN1 agonist | 14-3-3 Bad inh | EP2 mod | NPY-Y1 antag | PPC-1+TRAIL kill | CHOP inh | PGE2 EP2 inh
O=C(COC(=O)/C=C/c1cccc(F)c1)Nc1ccccc1 | -0.3 | 0 | -0.7 | -7 | -26 | 4 | -8 | 6 | 11
CCCCn1c(=N)n(CC(O)COc2cccc(C)c2)c2ccccc21 (centres undefined) | -0.2 | -26 | 0.2 | -3 | -9 | 31* | 22 | 40 | 19
Cn1c(=O)n(Cc2ccccc2)c(=O)c2c1nc1n2CCS1 | -0.1 | -10 | 0.7 | -5 | 35 | 0 | -15 | 21 | 1
Cc1occc1C(=O)NCCCc1ccccc1 | 0.0 | -13 | -0.4 | 1 | 16 | -5 | 2 | 1 | -3
Cc1cccc(-c2n[nH]c(=S)n2/N=C/c2ccco2)c1 | -0.7 | -15 | -1.0 | -5 | 13 | / | 7 | 1 | 4
Cc1ccccc1CC1(CO)CCCN(C(=O)c2ccc(F)cc2)C1 (centres undefined) | 3.9 | -3 | 9.4 | -5 | -32 | -2 | -3 | -6 | 5
CCCOc1ccc(C(=O)CCC(=O)OCC(=O)Nc2ccc(Oc3ccccc3)cc2)cc1 | 1.0 | -18 | -0.7 | 1 | 23 | 0 | 12 | 24 | 13
CS(=O)(=O)c1ccc2nc(NC3(C(F)(F)F)N=C4SCCN4C3=O)sc2c1 (centres undefined) | 0.7 | 19 | 0.5 | -9 | 1 | 1 | -7 | -4 | -5
COc1ccc(C(=O)N2CCN(S(=O)(=O)c3ccc(C)cc3C)CC2)cc1OC | 0.5 | 1 | -0.4 | -2 | -17 | 6 | 28 | 19 | 9
COc1ccc(-n2ccnc2SCC(=O)NCc2ccccc2)c(OC)c1 | 0.3 | 7 | 0.0 | 1 | 9 | 1 | -4 | 16 | 15
CC(C)(C)C(=O)Nc1ccc(-c2cc3cc(Cl)ccc3o2)cc1 | 1.8 | 5 | 0.3 | 1 | 17 | / | 28 | -1 | 9
CN(C)S(=O)(=O)c1ccc(Cl)c(NC(=O)CSc2nc3ccccc3c(=O)n2CCCN2CCOCC2)c1 | 1.2 | -28 | 1.1 | 8[fluorescence artefact?] | -12 | 10 | 8 | 4 | 4
Cn1c(NCCCN2CCOCC2)nc2c1c(=O)n(Cc1ccc(Cl)cc1)c(=O)n2C | 0.8 | -4 | 1.4 | -15 | 6 | 0 | -13 | 5 | -1
COC(=O)c1[nH]c(C)c(/C(O)=C2\C(=O)C(=O)N(CCN3CCOCC3)C2c2ccco2)c1C (centres undefined) | 1.5 | 13 | 1.4 | -19 | 6 | / | -4 | 18 | 14
CCOc1ccc(CNC(=O)CCc2cn(C)c3ccccc23)cc1OC | 0.8 | -6 | -1.7 | 0 | -47 | -6 | 8 | -8 | 4
Fc1ccc(NC(=S)Nc2cccnc2)c(F)c1F | 0.6 | 1 | 1.4 | -8 | -65 | -1 | 8 | 12 | 8
Cn1c(C(=O)N2CCOCC2)cnc1Sc1ncc(C(F)(F)F)cc1Cl | 0.6 | -18 | -0.5 | 2[fluorescence artefact?] | 17 | 0 | 6 | 11 | 19
Cc1noc(NS(=O)(=O)c2ccc(N/C=C\C(=O)c3ccncc3)cc2)c1C | 0.3 | -27 | -0.1 | -1 | 31 | 10 | 8 | 43 | 3
O=C(NCc1cccc(Cl)c1)NC(=O)c1csc([N+](=O)[O-])c1 | 0.6 | 6 | 0.6 | -4 | -10 | / | 17 | 14 | 10
Cc1ccc(-n2ncc3c(=O)n(CC(=O)N4CCN(c5ccccc5F)CC4)cnc32)cc1C | 0.6 | -5 | 1.0 | -7 | 30 | -1 | 14 | 5 | 6
CC1(C)CC(CC(=O)O)(c2ccc(Cl)cc2)CCO1 (centres undefined) | 0.2 | -29 | 1.3 | -2 | -12 | -2 | 18 | -1 | 4
CC(C)=CCC/C(C)=C/CC/C(C)=C/CC/C(C)=C/CC1=C(C)C(=O)c2ccccc2C1=O | / | / | / | -2 | -12 | / | 12 | 13 | 12
COc1cccc(CN2CCCC(CNC(=O)c3ccc(F)cc3)C2)c1OC (centres undefined) | -0.1 | 5 | -0.9 | 0 | -38 | 0 | / | -11 | 8
COc1ccc(NC(=O)c2ccc(NC(=O)CSc3nccc(=O)[nH]3)cc2)cc1 | 0.8 | 4 | 2.5 | -4 | 2 | / | 16 | -2 | 5
COc1ccc(/C=N/NC(=S)NCc2ccccc2)cc1OC | 0.2 | -16 | 0.4 | -22 | -16 | 15 | 9 | 17 | 11

Gathered by group, the entries above containing two or more sulfur atoms
smiles | TRPML3 ag | NPY-Y1 PAM-ag | zfTRPN1 agonist | 14-3-3 Bad inh | EP2 mod | NPY-Y1 antag | PPC-1+TRAIL kill | CHOP inh | PGE2 EP2 inh
CS(=O)(=O)c1ccc2nc(NC3(C(F)(F)F)N=C4SCCN4C3=O)sc2c1 (centres undefined) | 0.7 | 19 | 0.5 | -9 | 1 | 1 | -7 | -4 | -5
CN(C)S(=O)(=O)c1ccc(Cl)c(NC(=O)CSc2nc3ccccc3c(=O)n2CCCN2CCOCC2)c1 | 1.2 | -28 | 1.1 | 8[fluorescence artefact?] | -12 | 10 | 8 | 4 | 4

Going on with the list.
smiles | TRPML3 ag | NPY-Y1 PAM-ag | zfTRPN1 agonist | 14-3-3 Bad inh | EP2 mod | NPY-Y1 antag | PPC-1+TRAIL kill | CHOP inh | PGE2 EP2 inh
O=C(O)CCc1nn2c3ccccc3nc2n(Cc2ccccc2)c1=O | 0.9 | -7 | 0.3 | -7 | 29 | 2 | 20 | 1 | 9
COCCCNc1c2c3c(cccc3[nH]c1=O)C(=O)c1ccccc1-2 | 105* | -13 | 203* | -4[fluorescence artefact?] | 1 | -2 | 13 | 22 | 16
CS(=O)(=O)N(CC(=O)Nc1ccc2c(c1)OCO2)c1ccc2c(c1)OCO2 | 0.6 | -11 | -0.3 | 12 | -28 | 4 | 21 | -16 | 7
CCCC(C)C(=O)Nc1ccc2c(c1)OCCO2 (centres undefined) | 0.9 | -11 | 0.2 | 4 | 10 | 5 | -14 | 57 | 17
CCC(CC)NC(=O)COC(=O)c1ccc(NS(=O)(=O)c2ccc3c(c2)OCCO3)cc1 | 0.9 | 3 | -0.7 | 7 | 7 | -2 | 30 | 16 | /
C/C(Cc1ccccc1)=N\NC(=O)CNC(=O)c1cccc(Cl)c1 | -0.9 | 24 | -3.0 | -3 | -14 | / | -1 | 18 | 18
O=c1c2ccccc2oc2nc(-c3ccco3)n(-c3ccccc3)c(=O)c12 | 0.2 | 13 | -0.5 | -3 | -6 | -3 | 31 | 2 | 7
CCOC(=O)CNC(=O)N1CCCC(C(=O)c2ccc3c(c2)OCO3)C1 (centres undefined) | -0.1 | 13 | -1.1 | -8 | 1 | 7 | / | -5 | 5
C=COCCNC(=S)N1CCOCCOCCN(C(=S)NCCOC=C)CCOCC1 | 0.2 | 3 | -0.2 | -6 | -11 | 7 | 11 | -6 | 4
CCNc1ccc(S(=O)(=O)N(C)C)cc1NCC(=O)Nc1ccc(Br)cc1F | 1.1 | 32 | 2.4 | -16 | -29 | -6 | -7 | 47 | 0
COc1ccc(OCC(=O)Nn2c(-c3ccc(C)cc3)nc3ccccc3c2=O)cc1 | -0.3 | -22 | 0.8 | -9[fluorescence artefact?] | 8 | 3 | 21 | 33 | 6
Fc1ccccc1-c1nc(-c2ccc(Cl)cc2)no1 | 1.0 | -4 | -0.3 | / | / | -5 | / | / | 0
Cc1ccc(S(=O)(=O)N(C)CC(=O)NC2CC(C)(C)NC(C)(C)C2)cc1 | 0.8 | 1 | 0.7 | 4 | 2 | 1 | 8 | 8 | 6
O=C(O)c1ccc(-n2nc(C(F)(F)F)c3c2CCCC3)cc1 | 0.1&0.2 | -18&-10 | 1.3&-0.7 | 3&0 | 7&-1 | 4&-3 | 24&32 | 2&-35 | 6&19
COc1ccc(/C=C/C(=O)N2CCN(S(=O)(=O)c3ccccc3)CC2)cc1OC | 0.5 | 8 | 2.5 | -11 | -42 | -7 | 1 | -28 | 7
c1ccc(Cn2ncc3c(Nc4ccccc4)ncnc32)cc1 | -0.8 | 22 | -0.3 | -1 | 7 | / | 7 | 24 | 4
COc1cc(C(N)=O)cc(Br)c1OCc1ccccc1 | -0.7 | -7 | -1.2 | 2 | 32 | 1 | 24 | 7 | 7
O=C1CN(C(=O)c2ccc(F)c(S(=O)(=O)N3CCOCC3)c2)c2ccccc2N1 | 0.3 | 9 | 1.4 | -8 | 3 | 2 | 3 | 5 | 5
CC(=O)c1cccc(-n2nnnc2SCC(=O)N2CCCC2)c1 | 0.3 | 18 | 0.6 | 2 | 5&4 | -1 | -24 | 31 | 18&6
CC1(C)CC(=O)c2c(O)cc(OCc3ccc([N+](=O)[O-])cc3)cc2O1 | 0.2 | 16 | -0.3 | -4 | -3 | 4 | -17 | -5 | /
Cc1c(OCc2ccc(C(=O)O)o2)ccc2c3c(c(=O)oc12)CCC3 | 0.4 | -19 | -0.9 | 47 | 36 | 9 | -14 | 27 | 9
O=C(c1ccccc1NS(=O)(=O)c1cccs1)N1CCOCC1 | 0.9 | -10 | -0.2 | 11 | 24 | 0 | 10 | -12 | 4
CCN(CC)S(=O)(=O)c1ccc(NC(=O)CC(NC(C)=O)c2ccccc2)cc1 (centres undefined) | 0.6 | -7 | 1.1 | 5 | 8 | 0 | 2 | -3 | 8
O=C(NCc1cccnc1)c1cc(Sc2cccc(Cl)c2)nc2ccccc12 | 0.0 | -22 | 1.6 | -6 | 10 | 2 | 8 | 38 | 5
O=C(OCc1cccc([N+](=O)[O-])c1)c1ccc2ccccc2n1 | -0.4 | 1 | 0.0 | -11 | -52 | 9 | -14 | 21 | 2

Next results:
smiles | TRPML3 ag | NPY-Y1 PAM-ag | zfTRPN1 agonist | 14-3-3 Bad inh | EP2 mod | NPY-Y1 antag | PPC-1+TRAIL kill | CHOP inh | PGE2 EP2 inh
c1coc(C2Nc3cccc4cccc(c34)N2)c1 | -0.3 | -19 | 0.1 | -14[fluorescence artefact?] | -43 | -2 | -5 | -38 | 10
Oc1ccccc1-c1cc(-c2ccccc2Cl)[nH]n1 | 0.5 | -4 | -1.0 | -5 | -53 | -1 | 10 | 99* | 7
CCn1c(COc2cccc3cccnc23)nnc1SC(F)F | -0.8 | -9 | 1.1 | -1 | -32 | 0 | 13 | 7 | 11
O=C(CCSc1ccc(Cl)cc1)NCc1ccncc1 | 0.1 | -14 | 0.1 | -8 | -9 | 5 | 37 | -20 | 6
NS(=O)(=O)c1ccc(NC(=O)N2c3ccccc3Sc3ccccc32)cc1 | -0.7 | 26 | -0.2 | -8 | -28 | -3 | 8 | 29 | /
COc1ccc(CN2CCCCC2C(=O)Nc2ccc(OC)c(OCC(C)C)c2)cc1OC (centres undefined) | -0.1 | 0 | 0.9 | 2 | -2 | 4 | 7 | 3 | 6

Screens from PubChem.

Not all compounds are listed; the hit share may differ from the screen's.
